# NALP1 inh = NALP1 inflammasome inhibitors in reconstituted yeast, colorimetric, S. cerevisiae, triplicate retest; S. cerevisiae NALP1/ASC/caspase-1 growth, X-gal OD620, 72 h; inhibition, % at 10 µM; 0.61% of 280,000 active; AID 2071, 2009; in the data active = inhibition mostly above about 24%, no sharp cut-off; inactive = mostly below about 32%; note: some compounds called inactive have numbers as strong as hits
# MEKK2mut PB1 HTS = MEK5 binding signal on mutant MEKK2 PB1, primary screen, biochemical, multiplex bead flow cytometry, Alexa488-MEK5; Alexa488-MEK5 binding to MEKK2 mutant; percent response, % at 10 µM; 0.35% of 290,000 active; in the data active = percent response above about 24%, passing the limit was not always enough; note: inactives centre near 1; some results filed as inactive read as strong as hits; reference of the scale not given here
# MEKK3 PB1 HTS = modulators of MEKK3-MEK5 PB1 binding, primary screen, biochemical, wildtype MEKK3, multiplex bead flow cytometry, Alexa488-MEK5. bead-based flow cytometry, Alexa488-MEK5 binding to MEKK3; actives lie on both sides; 0 = blocked by unlabeled MEK5, 100 = vehicle. AID 1529, 2009. Mitogen-activated protein kinase kinase kinase 3 (Homo sapiens), Q99759. 1.4% of 290,000 active. binding response (% of control), % at 10 µM;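 active = binding response more than 3 SD above or below the average of its plate-row segment, actives on both sides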;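 note: Alexa488 bead fluorescence after subtracting the streptavidin-only scavenger bead signal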
# MEKK2wt PB1 HTS = modulators of MEK5 binding to wildtype MEKK2, primary screen, biochemical, multiplex bead flow cytometry, Alexa488-MEK5; 1.1% of 290,000 active; Alexa488-MEK5 binding to MEKK2 WT; actives lie on both sides; AID 1531, 2009; binding response (% of control), % at 10 µM; Mitogen-activated protein kinase kinase kinase 2 (Homo sapiens), Q9Y2U5; in the data active = binding response below about 67% or above about 130%
# UBC9 SUMO inh = inhibitors of in vitro SUMOylation cascade, primary screen, biochemical, HTRF, uHTS | inhibition, % at 35 µM | 0.36% of 290,000 active | HTRF SUMOylation assay, SAE1/SAE2 + UBC9 | SUMO-conjugating enzyme UBC9 (Homo sapiens), P63279; in the data active = inhibition above about 50%, passing the limit was not always enough; note: strong numbers were not always called active
# IDE inh = human IDE inhibitors in live cells, primary screen, fluorescence polarization, HEK cells, FAbetaB substrate; inhibition, % at 5.59 µM; AID 434962, 2010; Insulin-degrading enzyme (Homo sapiens), P14735; 0.41% of 320,000 active; FAbetaB cleavage;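 active = percent inhibition above the average of all tested compounds plus 3 SD, set per screening campaign, cut at about 16% in these data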;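 note: IDE supplied by intact live HEK cells; FP after avidin binding of uncleaved biotin substrate so inhibition keeps polarization high; 0% = DMSO wells and 100% = 60 µM reference IDE inhibitor Ii1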
# PfM18AAP inh = PfM18AAP inhibitors, malaria aminopeptidase, primary screen, biochemical, QFRET, recombinant enzyme | M18 aspartyl aminopeptidase (Plasmodium falciparum 3D7) | H-Glu-NHMec fluorogenic cleavage | inhibition, % at 7.35 µM | 1.2% of 290,000 active | AID 1822, 2009;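 active = inhibition above the campaign mean inhibition over all tested compounds plus 3 SD, cut at about 28% in these data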;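 note: 0% = plate median of test compound wells and 100% = 2 mM ZnCl2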
# IDE act = human IDE activators in live cells, primary screen, fluorescence polarization, HEK cells, FAbeta-B substrate | FAbeta-B cleavage; 0% vehicle, 100% cell-free pure enzyme wells | activation, % at 5.96 µM | 0.073% of 340,000 active | AID 493087, 2011;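 active = activation above the mean of all tested compounds plus 3 SD, set per screening campaign, cut at about 17% in these data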
# p-CIP stab down = p/CIP-EGFP fusion destabilizers, primary screen, fluorescence, F442A cells. Q05BA5. 16 h. decrease of EGFP signal, % at 10 µM. 0.01% of 290,000 active;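 active = EGFP signal decrease of at least 30% at 10 µM or well 3 SD below plate mean, unless failing retest; inactive = the rest, including hits failing retest or dose response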; note: some compounds called inactive have numbers as strong as hits; many of its hits are not listed in these tables
# Target sequence (Q05BA5 1-1403): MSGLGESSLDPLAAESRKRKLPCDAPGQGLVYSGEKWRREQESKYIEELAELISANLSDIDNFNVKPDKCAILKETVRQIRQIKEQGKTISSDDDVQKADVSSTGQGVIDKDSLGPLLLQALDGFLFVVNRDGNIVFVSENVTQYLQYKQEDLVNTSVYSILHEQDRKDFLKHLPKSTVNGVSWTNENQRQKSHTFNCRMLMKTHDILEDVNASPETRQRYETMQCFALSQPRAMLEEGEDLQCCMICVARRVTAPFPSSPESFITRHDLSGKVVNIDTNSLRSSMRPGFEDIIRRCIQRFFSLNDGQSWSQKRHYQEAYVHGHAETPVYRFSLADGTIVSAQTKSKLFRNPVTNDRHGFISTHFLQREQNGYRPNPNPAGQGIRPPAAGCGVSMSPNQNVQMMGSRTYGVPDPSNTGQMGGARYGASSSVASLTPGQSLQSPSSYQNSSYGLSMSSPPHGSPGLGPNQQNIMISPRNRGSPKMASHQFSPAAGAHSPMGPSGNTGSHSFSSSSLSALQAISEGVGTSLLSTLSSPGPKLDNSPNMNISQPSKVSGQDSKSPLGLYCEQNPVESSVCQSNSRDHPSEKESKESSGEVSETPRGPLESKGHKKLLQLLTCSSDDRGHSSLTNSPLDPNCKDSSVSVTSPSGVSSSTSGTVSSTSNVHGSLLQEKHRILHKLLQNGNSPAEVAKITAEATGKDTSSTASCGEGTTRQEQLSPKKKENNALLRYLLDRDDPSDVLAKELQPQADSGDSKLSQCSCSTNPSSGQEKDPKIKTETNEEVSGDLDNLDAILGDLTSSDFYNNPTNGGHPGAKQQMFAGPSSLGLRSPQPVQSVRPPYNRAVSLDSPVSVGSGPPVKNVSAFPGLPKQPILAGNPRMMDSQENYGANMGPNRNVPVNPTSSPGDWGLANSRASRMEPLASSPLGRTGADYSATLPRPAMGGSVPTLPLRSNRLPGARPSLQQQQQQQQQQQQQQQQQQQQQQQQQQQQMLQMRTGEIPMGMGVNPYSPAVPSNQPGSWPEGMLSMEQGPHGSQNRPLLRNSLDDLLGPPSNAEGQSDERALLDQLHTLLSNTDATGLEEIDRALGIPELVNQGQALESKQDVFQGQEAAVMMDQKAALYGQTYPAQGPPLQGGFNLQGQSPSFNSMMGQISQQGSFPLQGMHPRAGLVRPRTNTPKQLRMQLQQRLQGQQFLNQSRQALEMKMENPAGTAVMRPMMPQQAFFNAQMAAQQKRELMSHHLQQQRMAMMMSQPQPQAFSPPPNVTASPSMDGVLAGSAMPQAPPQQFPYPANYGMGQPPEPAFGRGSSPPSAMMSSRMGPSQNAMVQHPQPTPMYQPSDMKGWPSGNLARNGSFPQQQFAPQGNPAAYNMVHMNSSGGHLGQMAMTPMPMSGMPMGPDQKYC
# Starred values were filed as active, the others as inactive; / = no result given. Some of the compounds tested; count on the stated rates, not on these rows.
SMILES,NALP1 inh,MEKK2mut PB1 HTS,MEKK3 PB1 HTS,MEKK2wt PB1 HTS,UBC9 SUMO inh,IDE inh,PfM18AAP inh,IDE act,p-CIP stab down
COc1ccccc1-c1nnc(SCC(=O)N2CC(C)CC(C)C2)o1 (stereo not given),10,2,101,103,16,8,6,1,-4
CCOc1ccc(N2CC(C(=O)OCC(=O)c3ccc(OC)cc3)CC2=O)cc1 (stereo not given),3,4,99,97,12,-2,1,1,-10
O=C(O)CCSc1ncnc2sc(-c3ccccc3)cc12,16,-3,102,100,21,1,-4,1,1
O=S(=O)(CCN1C=CC(C(F)(F)F)=NCC1)c1ccc(Cl)cc1Cl,-10,-1,101,103,-3,9,0,7,5
O=C(CCc1nnc(C2CCCCC2)o1)NCCCOc1cccnc1,4,4,104,103,7,1,4,1,-4
CCN(CC)CCCN1C(=O)C(O)=C(C(=O)c2ccc(C)o2)C1c1ccc(C)o1 (stereo not given),32,1,100,119,-10,3,9,-6,-9
Cc1c(NC(=O)C23CC4CC(CC(C)(C4)C2)C3)c(=O)n(-c2ccccc2)n1C,40,-3,99,97,16,-2,-10,5,-12
O=C(COc1ccc(Cl)cc1)NNC(=O)c1cccnc1,-5,-2,95,93,-11,3,16,4,11
O=C1NC2(CCCCC2)N(C(=O)c2ccccc2)C2=C1CCCC2,13,-6,94,93,8,-1,1,1,1
CN(C)c1ccc(/C=N/NC(=O)c2ccc(Cl)cc2)cc1,-8,0,99,104,7,2,5,3,6
COc1cccc(C(=O)Nc2ccc(N3CCN(Cc4ccccc4)CC3)cc2)c1,8,1,98,105,7,6,6,-6,-16
COc1ccccc1NC(=O)N1CCc2[nH]c3ccc(Cl)cc3c2C1,29,0,101,99,3,5,4,-1,-13
Cc1cc(C)nc(NC(=O)CN2C(=O)c3ccccc3C2=O)n1,0,-1,99,98,12,-3,1,5,-5
Cc1cccc(-c2nc(CNC(=O)c3ccco3)cs2)c1,11,6,105,108,18,6,-1,-6,-7
NC(=O)CSc1nnc(-c2cc3ccccc3o2)n1Cc1ccccc1,-13,9,124*,119,8,-2,2,0,-6
CCn1cc(C(=O)NCC2CCCO2)c(=O)c2cc(S(=O)(=O)N3CCC(C)CC3)ccc21 (stereo not given),-2,-11,63,69,24,3,-6,2,2
COc1ccc(CNC(=O)C/C(C)=N/NC(=O)c2ccccc2OC)cc1,14,-3,99,103,10,-3,0,-2,6
CNC(=O)c1ccccc1-c1ccccc1,2,6,102,109,5,0,-3,4,0
CCOc1c(Cl)cc(CNc2nnnn2C)cc1OC,-3,20,113,111,3,-3,0,3,-14
Cn1c(=O)[nH]c(=O)c2c1nc(Br)n2C/C=N/NC(=O)c1ccccc1,-7,-3,96,97,7,-3,4,1,2

# Three compounds from above, limited to MEKK3 PB1 HTS, UBC9 SUMO inh and MEKK2wt PB1 HTS:
mol,MEKK3 PB1 HTS,UBC9 SUMO inh,MEKK2wt PB1 HTS
CNC(=O)c1ccccc1-c1ccccc1,102,5,109
CCOc1c(Cl)cc(CNc2nnnn2C)cc1OC,113,3,111
Cn1c(=O)[nH]c(=O)c2c1nc(Br)n2C/C=N/NC(=O)c1ccccc1,96,7,97

# (next part)
SMILES,NALP1 inh,MEKK2mut PB1 HTS,MEKK3 PB1 HTS,MEKK2wt PB1 HTS,UBC9 SUMO inh,IDE inh,PfM18AAP inh,IDE act,p-CIP stab down
CCOC(=O)c1cnc2cc(-c3ccc(C(C)(C)C)cc3)nn2c1N,4,10,109,109,9,-1,-6,0,-1
COc1ccc(CNC(=O)C(=O)NCC2OCCN2S(=O)(=O)c2ccc3c(c2)OCCO3)cc1 (stereo not given),27,6,95,100,10,1,-12,2,-8
CC(NC(=O)/C(=C/c1ccc(OC(F)F)cc1)c1ccccc1)c1ccccc1 (stereo not given),35,8,106,115,-23,4,7,5,-1
COc1ccc(/C=N/NC(=O)Cn2cc(C(F)(F)F)ccc2=O)cc1,4,1,100,107,1,-7,3,2,16
CCOc1ccccc1N1CCN(c2nc(N)c(C#N)c(CC#N)c2C#N)CC1,15,-1,99,97,18,8,3,-4,-5
CC(=O)Nc1cc(C(C)(C)C)c(O)c(C(C)(C)C)c1,0,2,101,95,12,-5,31*,2,0
Cc1cccc(NCN2C(=O)C3C4C=CC(C4)C3C2=O)c1 (stereo not given),0,1,100,100,20,-3,-10,5,0
CCN1C(=O)C2(C(C#N)=C(N)Oc3n[nH]c(C(C)C)c32)c2ccccc21 (stereo not given),12,2,100,101,3,-3,-2,1,-12
CC(C)N(C)CCOC(=O)c1ccccc1Cl,43,0,108,100,11,6,-14,0,0
COc1ccc(C(CC(=O)O)NS(=O)(=O)c2ccc3c(c2)N(C(C)=O)CC(C)O3)cc1 (stereo not given),26,-5,97,96,7,4,-4,4,-2
Cc1ccccc1NC(=O)N1CCc2ccccc2C1,1,-1,119,117,0,-5,-7,7,0
COc1ccc(/C=C2\SC(=S)N(CCC(=O)Nc3cccc(O)c3)C2=O)cc1OC,11,9,106,102,20,1,-11,2,-2
CC(C)Cc1nc(SCc2cccnc2)c2c(=O)n(C)c(=O)n(C)c2n1,-11,-1,106,104,-1,5,-9,4,2
CC(C)(C)c1ccc(C(=O)NCc2nnc(SCC(=O)NCc3ccco3)o2)cc1,21,-5,98,103,18,-4,8,5,-8
COc1ccc(OC)c(S(=O)(=O)Nc2ccc3oc4c(c3c2)C(=O)CCC4)c1,41,0,100,98,27,4,-11,5,-4
Cc1cccnc1N(C(=O)Nc1cccc(Cl)c1)C1=NCC(C)(C)S1,29,-1,99,100,21,-1,-4,-6,0
CCOc1ccc(CCNc2nc3ccc(C)cc3n3cnnc23)cc1OCC,-4,1,101,107,4,-9,-2,2,-9
CCOc1cc(C2C(C#N)=C(N)Oc3n[nH]c(CC)c32)ccc1OCCN1CCOCC1 (stereo not given),-3,0,95,98,7,7,0,2,-66
COC(=O)c1ccc(-c2ccc(CNCC(O)c3ccccc3)o2)cc1 (stereo not given),/,8,102,114,-20,-3,-5,-1,21
CC(C)CNC(=O)NC(=O)COC(=O)c1cc([N+](=O)[O-])ccc1NCc1ccccc1Cl,6,11,103,103,-3,2,3,/,-20
Cc1ccc(COC(=O)NCc2cccnc2)cc1,8,1,100,103,4,-9,-13,4,-9
CCOC(CNC(=O)c1ccc2nc(N3CCC(C)CC3)sc2c1)OCC,-1,-1,98,93,16,0,-6,0,3
CCOC(=O)c1c(C)c[nH]c1C,1,0,109,103,-3,2,1,/,6
O=C1CN(C(=O)COc2ccccc2F)c2ccccc2N1,31,-2,102,92,-12,9,2,4,-4
COc1ccc2[nH]c3c(=O)n(CCCC(=O)NC4CCC(C)CC4)c(=S)[nH]c3c2c1 (stereo not given),8,-3,93,93,/,-1,7,-5,0
Cn1ccnc1SCC(=O)Nc1ccc2c(c1)COC2=O,-4,5,109,111,-21,1,1,5,14
CC/C(=N/NC(=O)CNc1ccc(Cl)cc1C)c1ccccc1,0,-10,101,90,23,-1,-10,4,-14
CC1CCC2(CC1)NC(=O)N(CC(=O)c1ccc(Cl)s1)C2=O (stereo not given),-9,5,101,104,-4,7,8,-1,2
O=C(Nc1ccc2c(c1)OCO2)C1CC(=O)N(c2ccc3c(c2)OCCO3)C1 (stereo not given),21,-10,97,92,3,4,-2,4,-10
COc1cc(-c2cc(OC)c3c(C)oc(C)c3c(=O)c2)ccc1O,14,-6,99,87,18,-1,21,-9,-15
O=C1c2ccccc2C(Nc2ccc(Cl)cn2)N1Cc1ccccc1 (stereo not given),55,9,104,109,-20,3,2,1,-5
CCCCNC(=O)NS(=O)(=O)c1cnccc1Sc1ccc(Cl)cc1,-2,9,111,109,19,6,2,1,-11
CCc1ccc(/C=c2\s/c(=C\C(=O)C(C)(C)C)[nH]c2=O)cc1,23,0,105,99,-15,-9,0,3,1
CN(CC(=O)NCCc1ccc(S(N)(=O)=O)cc1)c1ccccc1,-6,-4,102,97,-13,3,-9,1,-1
Cc1ccc(Oc2ccc(NC(=O)CCC(=O)OCC(=O)c3cccs3)cc2)cc1C,-3,-6,99,93,16,4,3,-2,-10
CCOc1ccccc1-n1cnc(C#N)c1N,-2,-1,100,100,1,3,5,-1,14
CCC(C(=O)NC1CCCCC1)n1c(SCc2cccc(F)c2)nc2ccncc21 (stereo not given),4,4,96,103,5,6,-4,-9,2
C=CCSc1nnc(-c2cnn(-c3ccccc3)c2-n2cccc2)n1C,23,8,106,110,-14,6,-4,-5,3
O=C(COc1ccccc1)Nc1cccc(-c2nn[nH]n2)c1,6,-5,100,100,-2,-4,4,0,-20
CCOc1ccccc1NC(=O)C(=O)NCC1CCCN1CC (stereo not given),6,4,101,103,22,1,-12,2,-6
COc1ccccc1NC(=O)Nc1cccc(NC(C)=O)c1,-44,16,110,109,-9,-7,3,2,12
COc1ccc(-c2cc(=O)n(CCC#N)[nH]2)cc1,10,3,103,107,35,3,-1,-6,-5
c1ccc(Cn2c(NCc3ccccn3)nc3ccccc32)cc1,-3,-3,118,108,-6,3,5,4,-7
CN1CCN(C(=O)C2CCCN(S(=O)(=O)c3ccc(Br)cc3)C2)CC1 (stereo not given),-3,9,102,112,-1,9,0,1,-7
Cc1ccccc1NC(=O)Cc1nnc(SCC(=O)Nc2ccccc2)n1C,5,0,102,100,17,-2,-11,-1,-10
Cc1cc(C)c(NC(=O)Cn2nnc(C(=O)Nc3ccc(F)cc3F)c2N)c(C)c1,20,-1,98,98,11,3,0,1,4
CCOc1cc(/C=N/Nc2nnc(C)n2N)ccc1O,-27,6,104,107,-8,3,25,2,-7
Cc1cccc(NC(=S)NC(C)C(c2cccs2)N2CCN(C)CC2)c1C (stereo not given),/,-1,108,104,17,5,-14,4,-6
O=C(c1cccc(Cl)c1)N1CCC2(CC1)NCCc1[nH]cnc12,17,-7,100,100,/,3,-5,5,1
CC(=O)Nc1ccc(NC(=O)CSc2nnc(CNc3ccc(F)cc3)n2CC2CCCO2)cc1 (stereo not given),15,-3,107,102,-1,5,2,4,-2
CNC(=O)CSc1nc(N)c2c3c(sc2n1)CCC3,3,7,98,103,32,-9,-8,3,-20
CC(=O)N1CCOc2ccc(S(=O)(=O)Nc3ncccc3C)cc21,18,0,99,102,0,0,1,8,8
COc1ccc(C(=O)C(CCCCC(CN(C)C)C(=O)c2ccc(OC)cc2)CN(C)C)cc1 (stereo not given),25*,/,/,/,26,0,1,9,-13
O=C(O)c1cccc(S(=O)(=O)N2CCc3ccccc3C2)c1,21,13,107,109,18,-2,-9,-3,3
O=C(c1ccco1)[C@@H]1[C@@H]2C(=O)N(c3ccc(F)cc3)C(=O)[C@@H]2C2c3ccccc3C=CN21 (stereo not given in full),15,4,98,97,34,0,19,/,-22
Cc1ccc(S(=O)(=O)N/N=C\c2cc([N+](=O)[O-])ccc2Cl)cc1,41,-9,85,90,4,1,13,3,-5
CSc1ccccc1C(=O)NCc1ccccc1C,8,-3,103,96,12,5,-8,4,-9
